Pin1 inh – inhibitors of human Pin1. Potency, µM (doses to about 115 µM), for the others: at the top dose activity, negative = inhibition, hits mostly inhibitors. Pin1 FP peptide displacement, HiFluor488, 10 min. AID 504891. Q13526. 390,000 compounds, 0.009% hits; active means well fitted inhibition curve with a large enough effect in the polarisation, with a control signal flat, not every such curve was filed as active; inconclusive means small, poorly fitted or top-dose-only effect, or effect the other way, or a change in a side signal; inactive means no such curve, though single readings can be large or run the other way; the % refers to the polarisation; further: on the % scale 0 is the no-effect control and ±100 the full control effect
Target sequence (Q13526 whole entry, looked up): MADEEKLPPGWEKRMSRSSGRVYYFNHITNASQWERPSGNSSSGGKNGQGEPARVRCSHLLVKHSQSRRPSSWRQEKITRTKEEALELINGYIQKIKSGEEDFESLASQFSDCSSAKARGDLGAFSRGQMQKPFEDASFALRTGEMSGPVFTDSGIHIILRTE
HP1b binding inh – inhibitors of HP1-beta chromodomain binding to methylated histone tails; P83916; AlphaScreen HP1-beta / biotin-H3K9me3 peptide binding; Potency, µM (top dose mostly 114 µM), for the others: at the top dose activity change, negative = inhibition, most hits filed as inhibitors; 390,000 compounds, 0.56% hits; AID 540317; further: nearly all actives have a fitted effect of over 70% in size; inactives centre near 23
Target sequence (P83916 whole entry, looked up): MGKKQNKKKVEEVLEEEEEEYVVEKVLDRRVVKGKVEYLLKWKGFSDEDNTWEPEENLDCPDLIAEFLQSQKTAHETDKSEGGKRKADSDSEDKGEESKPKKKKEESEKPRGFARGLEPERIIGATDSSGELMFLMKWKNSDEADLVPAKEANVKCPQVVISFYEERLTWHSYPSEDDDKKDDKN
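HP1-beta protein (50 nM final) preincubated 30 min at room temperature with biotinylated H3(1-18)K9me3 peptide (50 nM) in PBS pH 7.4, 0.01% Tween-20, then compound added for 30 min. AlphaScreen streptavidin donor/nickel chelate acceptor beads (10 ug/mL final), 30 min dark, luminescence read.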
GLS inhibitor – glutaminase GLS (human) inhibition; O94925; GLS enzymatic activity, qHTS titration; Potency, µM (highest dose often 45.5 µM), for inactives: top-dose activity change, negative = inhibition, actives largely listed as inhibitors; 410,000 compounds, 0.21% hits; AID 624170; further: on the % scale 0 is the no-effect control and ±100 the full control effect
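hKGA in 45 mM KH2PO4 (pH 8.2), 0.02% Tween-20 with compound, then 1mM L-Glutamine (stock as added) plus glutamate oxidase/HRP/Amplex red coupling mix. Fluorescence read initially and after 30 min at RT; signal change reflects glutamate formation.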
RGS4 inh – human RGS4 inhibition | 390,000 compounds, 0.039% hits | P49798 | Potency, µM (top dose mostly 114 µM), for the others: at the top dose activity change, negative = inhibition, most hits filed as inhibitors | Transcreener GDP fluorescence polarization, RGS4-accelerated GTP hydrolysis; further: on the % scale 0 is the no-effect control and ±100 the full control effect; nearly all actives have a fitted effect of over 75% in size; some results filed as inactive show a strong effect at the top dose
Target sequence (P49798 whole entry, looked up): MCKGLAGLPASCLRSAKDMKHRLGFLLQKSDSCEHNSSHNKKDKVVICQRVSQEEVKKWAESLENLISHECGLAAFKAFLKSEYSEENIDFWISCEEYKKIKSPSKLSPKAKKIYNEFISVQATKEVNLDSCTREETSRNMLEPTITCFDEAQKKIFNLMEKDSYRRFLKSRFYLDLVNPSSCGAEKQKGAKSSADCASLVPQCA
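MLSMR compounds (23 nl, pin-transferred) preincubated 10 min at room temperature with a 500nM (2x) first reagent, then RGS4 at 900nM (2x) plus Transcreener GDP mix added; fluorescence polarization (620/688 nm) read before and after 90 min at 30 °C.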
ERG-DNA inh – ERG Ets/DNA interaction inhibition. AID 624246. P11308. Potency, µM (titrated, usually from 76.9 µM), for inactives: at the top dose FP activity, negative = inhibition, hits mostly inhibitors. 370,000 compounds, 0.028% hits. fluorescence polarization, His-ERG Ets domain / labelled DNA; active means well fitted inhibition curve with a large enough effect in the polarisation, with a control signal flat; inconclusive means small, poorly fitted or top-dose-only effect, or effect the other way, or a change in a side signal; inactive means no such curve, though single readings can be large or run the other way; the % refers to the polarisation;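 further: polarization taken with two DNA probes labelled with fluorescein and Texas red; % of control where 0% means no effect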
Target sequence (P11308 whole entry, looked up, the tested form may be a part): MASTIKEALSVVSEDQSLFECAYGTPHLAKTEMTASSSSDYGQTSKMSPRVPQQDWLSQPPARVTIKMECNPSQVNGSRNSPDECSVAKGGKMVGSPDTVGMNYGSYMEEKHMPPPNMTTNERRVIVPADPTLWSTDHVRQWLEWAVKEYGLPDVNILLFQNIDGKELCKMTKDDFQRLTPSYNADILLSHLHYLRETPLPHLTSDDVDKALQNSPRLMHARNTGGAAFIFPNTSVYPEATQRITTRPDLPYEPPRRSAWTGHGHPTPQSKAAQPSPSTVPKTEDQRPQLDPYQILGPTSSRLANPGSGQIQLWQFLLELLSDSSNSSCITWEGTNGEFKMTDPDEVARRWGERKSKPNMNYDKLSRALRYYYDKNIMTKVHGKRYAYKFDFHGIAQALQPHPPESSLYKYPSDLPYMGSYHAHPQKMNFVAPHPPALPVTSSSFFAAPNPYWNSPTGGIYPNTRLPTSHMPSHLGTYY
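His-tagged ERG Ets domain (1 uM in the protein solution; 300mM KCl, 50mM Tris-HCl, 1mM EDTA, 1mM DTT, pH 7.5) received compound, then a probe mix of 5 nM fluorescein-DNA and 100nM Texas-615-DNA. Fluorescence polarization was read for both dyes.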
TrxR1 inh – rat TrxR1 inhibition; O89049; recombinant rTrxR1, NADPH fluorescence consumption, selenite substrate; Potency, µM (highest dose often 114 µM), for inactives: top-dose activity change, negative = inhibition, usual class: inhibitors; 390,000 compounds, 1% hits; AID 588453; further: on the % scale 0 is the no-effect control and ±100 the full control effect; nearly all actives have a fitted effect of over 65% in size
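Rat TrxR1 (90 nM in the dispensed reagent) was pre-reduced with 400 uM NADPH for 5 min at room temperature, then incubated with compound for 15 min. After 400 uM selenite was added, NADPH fluorescence (Ex 340/Em 450 nm) was followed for 8 min.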
ALOX12 inh – inhibitors of human 12S-lipoxygenase ALOX12. P18054. purified 12hLO, xylenol orange hydroperoxide absorbance. 580,000 compounds, 1.1% hits. Potency, µM (series often up to 108 µM), without a hit: at the top dose activity change, negative = inhibition, actives largely listed as inhibitors; further: on the % scale 0 is the no-effect control and ±100 the full control effect
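Hydroperoxide product was detected by ferrous iron/xylenol orange as the 573 to 405 nm absorbance ratio. Arachidonic acid at 40 uM (final) was turned over for 30 min at room temperature by 150 nM human 12hLO, pH 7.0 Hepes buffer, after 15 min compound preincubation.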
PGK inhibitor – T. brucei PGK inhibition | P07378 | PGK/GAPDH coupled, Kinase-Glo luminescence, 60 min | Potency, µM (titrated, usually from 57.5 µM), for the others: at the highest dose activity change, negative = inhibition, actives largely listed as inhibitors | 380,000 compounds, 0.043% hits; further: on the % scale 0 is the no-effect control and ±100 the full control effect; nearly all actives have a fitted effect of over 60% in size
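Luminescent ATP detection (Kinase-Glo Plus) follows a 60-minute room-temperature incubation, with wells lacking PGK as controls. Buffer: 100 mM TEA (pH 7.6), 5 mM MgCl2, 0.01% Tween-20. Coupling enzyme GAPDH (100 nM final) supplies unstable 1,3-BPG in-well.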
JMJD2A Tudor – blocks the human JMJD2A Tudor domain. O75164. AlphaScreen JMJD2A-Tudor / H3K4me3 peptide binding. Potency, µM (top dose mostly 114 µM), inactives show at the highest dose activity change, negative = inhibition, actives largely listed as inhibitors. 390,000 compounds, 4.4% hits; further: on the % scale 0 is the no-effect control and ±100 the full control effect; nearly all actives have a fitted effect of over 50% in size
* hit, by the source's call; i = inactive; u = inconclusive; x = no result given; & = joins results of further samples; [ ] = another dose, or the depositor's remark. Unless noted, the call rests on the fitted dose curve; in most records, active means well fitted curve in the direction sought with a large enough effect; inconclusive means small, poorly fitted or top-dose-only effect, or another doubt; inactive means no such curve, though single readings can be large; an effect the other way counts as inactive or inconclusive. Potency means the concentration at half of the fitted maximal effect. The list is partial; count on the stated rates, not on these rows.

| # | smiles | TrxR1 inh | ERG-DNA inh | HP1b binding inh | ALOX12 inh | RGS4 inh | JMJD2A Tudor | PGK inhibitor | Pin1 inh | GLS inhibitor |
| --- | --- | --- | --- | --- | --- | --- | --- | --- | --- | --- |
| 1 | COC(=O)c1ccc(Cl)c(NC(=O)CN(c2ccc(OC)cc2)S(=O)(=O)c2ccccc2)c1 | 5% | -13% | 30% | 24% | 10% | -22% | -2% | 3% | 1% |
| 2 | CCC(C)(C)n1nnnc1CN1CCC(NC(=O)c2ccc(Br)cc2)CC1 | 3%[57.1 µM] | 3% | 36% | 0% | -6% | 3% | -10% | -1% | -12% |
| 3 | CCCn1nc([N+](=O)[O-])c(C(C#N)c2nc3ccccc3o2)c(Cl)c1=O (stereo unspecified) | 11µM* | 11% | u | 40µM* | u | 56µM* | -19% | u | 21% |
| 4 | CCNC(=O)C1CCCN1S(=O)(=O)c1ccc(C)cc1 (stereo unspecified) | 15%[57.1 µM] | x | 25% | 4% | 16% | 0% | x | -4% | -4% |
| 5 | COC(=O)c1ccc(Cn2c(SCc3ccccc3F)nc3ccncc32)cc1 | -2% | 3% | 38%[activator] | -3% | 29% | -15% | i | 1% | 0% |
| 6 | COC(=O)CN(CCc1ccccc1)S(=O)(=O)c1ccc(OC)c(OC)c1 | -15% | 5% | 53%[activator] | -24% | -6% | -9% | -4% | -1% | -5% |
| 7 | CCCN(CCC)C(=O)CSc1nc2ccccc2c(=O)n1Cc1ccco1 | 4%[57.1 µM] | -1% | 10% | -12% | 10% | -30% | x | 11% | -4% |
| 8 | COc1ccc(OC)c2[nH]c(=O)c(CCNC(=O)c3ccc(S(=O)(=O)N4CCCCC4)cc3)cc12 | -3% | -4% | 26% | 11% | 4% | -18% | -2% | -5% | 0% |
| 9 | Nc1c2c(nc3ccccc13)CSCC2 | 11% | 1% | -5% | 0% | -1% | -24% | 3% | 0% | 3% |
| 10 | Cc1sc(NC(=O)c2ccco2)c(C(c2cccnc2)N2CCCC2)c1C (stereo unspecified) | 7.9µM* | 1% | -3% | -16% | -7% | u | -7% | 1% | 7% |
| 11 | O=C(CCN1C(=O)/C(=C/c2ccccc2)SC1=S)NNC(=O)c1cccnc1 | -18% | 12% | 38% | 7% | -12% | -8% | -3% | 2% | -12% |
| 12 | CCOc1ccc(-n2c(=O)c3sc4ccccc4c3n(Cc3ccc(F)cc3)c2=O)cc1 | 1% | 0% | 43%[activator] | -25% | -7% | -11% | -1% | -8% | -27% |
| 13 | COc1ccccc1COC(=O)c1ccc(S(=O)(=O)N2CCOCC2)cc1 | 33% | 1% | 60%[activator] | -2% | -4% | 14% | -6% | -1% | -1% |
| 14 | Cc1cc(C)n(CC(=O)NC2CCCCC2C)c(=O)c1C#N (stereo unspecified) | 14%[57.1 µM] | 10% | 23% | 14% | -35% | -14% | i | -3% | 8% |
| 15 | O=C1OC(Nc2nccs2)c2ccccc21 (stereo unspecified) | -9% | -1% | 11% | 17% | -33% | u | i | -3% | 35%[activator] |

Compound profiles (already shown).
Record of `COc1ccccc1COC(=O)c1ccc(S(=O)(=O)N2CCOCC2)cc1` → TrxR1 inh = 33%; ERG-DNA inh = 1%; HP1b binding inh = 60%[activator]; ALOX12 inh = -2%; RGS4 inh = -4%; JMJD2A Tudor = 14%; PGK inhibitor = -6%; Pin1 inh = -1%; GLS inhibitor = -1%
Record of `CCNC(=O)C1CCCN1S(=O)(=O)c1ccc(C)cc1` (stereo unspecified) → TrxR1 inh = 15%[57.1 µM]; ERG-DNA inh = x; HP1b binding inh = 25%; ALOX12 inh = 4%; RGS4 inh = 16%; JMJD2A Tudor = 0%; PGK inhibitor = x; Pin1 inh = -4%; GLS inhibitor = -4%

(listing goes on)
| # | smiles | TrxR1 inh | ERG-DNA inh | HP1b binding inh | ALOX12 inh | RGS4 inh | JMJD2A Tudor | PGK inhibitor | Pin1 inh | GLS inhibitor |
| --- | --- | --- | --- | --- | --- | --- | --- | --- | --- | --- |
| 16 | Cc1cc(C)cc(N2C(=O)C3NN=C(C(=O)OCc4ccccc4)C3C2=O)c1 (stereo unspecified) | 9% | 10% | 19% | -24% | 3% | -2% | 6% | 2% | 0% |
| 17 | NC(=O)c1ccsc1NC(=O)CSc1n[nH]c(N)n1 | 7% | 2% | 22% | 4% | u | -1% | -2% | 3% | -8% |
| 18 | COc1ccc(OCC(=O)O/N=C(\N)Cc2ccc(Cl)cc2)cc1 | 41%[activator] | -1% | 185%[activator] | -3% | 34% | 92%[activator] | -9% | -8% | 8% |
| 19 | CCCC(C(=O)NC1CCCC1)N(CC1CCCO1)C(=O)CNS(=O)(=O)c1ccc(F)cc1 (stereo unspecified) | 23% | -14% | 13% | -33% | 9% | -2% | 19% | 5% | -4% |
| 20 | Cc1cc(Cl)ccc1Oc1ncnc2onc(C)c12 | 16% | -6% | 28% | 1% | 4%[56.9 µM] | -25% | i | -6% | -11% |
| 21 | Cc1nonc1CN(C)C(=O)CC1C(=O)NCCN1Cc1ccccc1C(F)(F)F (stereo unspecified) | 7%[57.1 µM] | -6% | 26% | 5% | 10% | -19% | -7% | -4% | -8% |
| 22 | Clc1nc(NCc2cccnc2)nc(N2CCOCC2)n1 | -4% | -13% | 21% | -8% | 9% | 6% | 2% | -1% | 14% |
| 23 | Cc1ccc(CSc2ncn(-c3ccccc3)n2)cc1 | 12% | 4% | 187%[activator] | -35% | -45% | 99%[activator] | -5% | -14% | -1% |
| 24 | CC[N+](CC)(CC)CCCCOc1ccc2c(c1)C(=O)c1cc(OCCCC[N+](CC)(CC)CC)ccc1-2 | 5% | 5% | -6% | u | -37% | 35µM* | -4% | 0% | -6% |
| 25 | COc1ccc(C2C3=C(OC(C)=O)c4ccccc4C3=Nc3c2c(=O)n(C)c(=O)n3C)cc1 (stereo unspecified) | -4% | -1% | 31% | -25% | 15% | -10% | -1% | -3% | -5% |
| 26 | O=C(O)c1ccc2c(c1)ncn2C1CCCCC1 | -7%[57.1 µM] | x | 17% | 3% | -15% | -14% | x | 0% | -3% |
| 27 | O=C(COC(=O)c1ccc(NS(=O)(=O)c2cccs2)cc1O)Nc1ccc(F)cc1 | 13% | -4% | 4% | -23% | 12% | -14% | -4% | -4% | 23% |
| 28 | O=C(COC(=O)c1cccc2ccccc12)Nc1ncc(C(F)(F)F)cc1Cl | 6% | 6% | 23% | -5% | 1% | -16% | -3% | 28% | -3% |
| 29 | Cc1cccc(-c2nc(SCc3cc(=O)c4c(C)cc(C)cc4[nH]3)n[nH]2)c1 | 24%[57.1 µM] | -9% | 19%[57 µM] | -30% | 4% | -17% | 5% | u | 16% |
| 30 | COc1ccc(N2CCN(C(c3cccs3)C(C)NS(=O)(=O)c3ccccc3)CC2)cc1 (stereo unspecified) | -1% | -1% | -35% | u | -34% | 10µM* | 1% | 9% | -1% |

Next section.
| # | smiles | TrxR1 inh | ERG-DNA inh | HP1b binding inh | ALOX12 inh | RGS4 inh | JMJD2A Tudor | PGK inhibitor | Pin1 inh | GLS inhibitor |
| --- | --- | --- | --- | --- | --- | --- | --- | --- | --- | --- |
| 31 | COc1ccc(NC(=O)CCC(=O)Nc2nnc(C3CCCCC3)s2)cc1 | 23% | 6% | 26% | -16% | 52% | -15% | -9% | -7% | -22% |
| 32 | C/C(=N\NC(=O)COc1ccc(C(C)(C)C)cc1)c1ccc2c(c1)OCCO2 | -3% | -4% | 8% | 9% | -2% | u | -6% | -3% | 6% |
| 33 | O=C(c1ccco1)N1CCN(c2nc3ccccc3c(=O)n2-c2ccccc2)CC1 | 17% | 44%[activator] | 16% | u | -18% | -11% | i | 1% | 5% |
| 34 | COC(=O)c1c(C)oc2c1cc(NS(=O)(=O)c1cccs1)c1ccccc12 | 8% | -9% | 12% | u | -6% | -12% | -3% | 13% | 8% |
| 35 | COc1ccc(CCNC(=O)c2cc(S(=O)(=O)N3CCCC3)cn2C)cc1OC | 12%[57.1 µM] | 10% | 23% | 31%[activator] | 17% | -22% | -4% | 0% | 0% |
| 36 | O=C(COC(=O)CNC(=O)c1ccc(F)cc1)NC1CCCc2ccccc21 (stereo unspecified) | 27% | 4% | 2% | -5% | -12% | -20% | -3% | -1% | -3% |
| 37 | O=C(COc1ccccc1)NC(Cc1c[nH]c2ccccc12)C(=O)O (stereo unspecified) | -11% | -3% | 22% | -8% | 1% | -20% | 3% | -12% | 9% |
| 38 | CCOc1nc(-c2ccccc2)ccc1-c1noc(-c2cccs2)n1 | 11% | 7% | 33% | 0% | -21% | -7% | i | 13% | -2% |
| 39 | Cc1nn(C)c(C)c1NC(=O)CCCSc1nc(-c2ccco2)cc(C(F)(F)F)n1 | 1% | 3% | 20% | 26% | -3% | -10% | -8% | 0% | 8% |
| 40 | CCN1CCN(Cc2ccc(NC(=O)c3ccc(C)c(NC(=O)c4nccnc4N)c3)cc2C(F)(F)F)CC1 | 7%[57.1 µM] | 17% | 40% | -19% | 1% | -29% | -3% | 9% | 6% |
| 41 | OCCOCCN1CCN(C2=Nc3ccccc3Sc3ccccc32)CC1 | 10%&6% | 0%&19% | 15%&36% | 0% | 20%&-15% | -22%&-14% | -1% | -4%&-2% | 19%&5%&-2% |
| 42 | CC(C)CSc1nc2c(c(=O)[nH]c(=O)n2C)n1CCc1ccccc1 | 13%[57.1 µM] | 7% | 24% | 7%&16% | -15% | -18% | i | 0% | 8% |

Bioassay records deposited in PubChem BioAssay by National Center for Advancing Translational Sciences (NCATS).
